RAD52 inh: RAD52 (human) annealing inhibition; 360,000 tested, 0.46% active; P43351; recombinant RAD52 DNA annealing, FRET fluorescence; inhibition, % at 18.7 µM; AID 651710;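 active = every replicate showing at least 50% inhibition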
CFTR F508del cor: correctors of CFTR F508del function in bronchial epithelial cells; activity (quench increase), % at 7.58 µM; AID 720511; CFBE cells, YFP halide quenching; stimulated with forskolin plus potentiator P3; % fluorescence drop versus neutral controls; 350,000 tested, 0.36% active;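 active = mean added fluorescence quench of at least 8% versus neutral control, with both replicates also reaching 8%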;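 also: cells transiently co-express mutant CFTR-F508del with the halide-sensitive YFP; corrector assay measuring rescue of mutant channel to the surface after 24 h compound exposure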
ARNT-TACC3 inh: ARNT/TACC3 interaction disruption | Q9Y6A5 | AlphaScreen His-ARNT PAS-B/GST-TACC3 binding, luminescence; TACC3 fragment carries E629A point mutation | inhibition, % at 9.99 µM | 390,000 tested, 0.66% active | AID 623870;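 active = mean inhibition of replicates at least 50% and at least half of replicates each reaching 50%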;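 also: 0% = complete ARNT plus TACC3 wells and 100% = ARNT alone without TACC3; many hits fall short of the cut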
esBAF inh: blocks esBAF chromatin remodeling in mouse ES cells | Bmi1-luciferase knock-in reporter, 24 h; 100% = twice the neutral-well signal | reporter increase, % at 12.5 µM | 350,000 tested, 2% active | AID 602393; in the data active = activation above about 40%;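 also: 0% = median of the plate's neutral control wells and 100% = double that signal; a rise in the Bmi1 reporter signal indicates esBAF inhibition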
XiGFP reactiv: activators of X-chromosome reactivation in mouse fibroblasts | 360,000 tested, 0.055% active | XiGFP mouse fibroblasts, % GFP-positive cells imaging, 3 d; cells co-treated with 5-aza-dC sensitizer; scaled so ellipticine positive control = 100% | activation, % at 7.58 µM | AID 743238;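 active = mean normalized replicate activation at least 10% and every replicate at or above 10%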;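 also: 0% = median of on-plate neutral control wells and 100% = ellipticine 6 µM median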
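System: SV40-immortalized XiGFP fibroblast cells, line 68-5-11 / Incubation: 3-day compound exposure, then 15 min fixation at room temperature / Compound: single concentration per compound, delivered by pin transfer / Buffer or medium: DMEM plus 5-aza-dC sensitizer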
RAD54 branch: inhibitors of human RAD54 branch migration; 360,000 tested, 0.14% active; Q92698; RAD54 Holliday junction branch migration, FAM/BHQ fluorescence; AID 602329; inhibition, % at 10.4 µM;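 active = mean normalized replicate activity at least 40 and at least half of replicates scoring 40 or more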;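 also: 0% = median of neutral control wells and 100% = median of positive control wells; inhibitors cause a drop in the FAM fluorescence signal; in these data hits start at about 50%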
ERAP1 HTS inh: inhibitors of human ERAP1 aminopeptidase | 340,000 tested, 0.15% active | inhibition, % at 10.7 µM | Q9NZ08 | recombinant ERAP1, Leu-AMC fluorescence, 60 min;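 active = mean replicate inhibition of at least 30%, or all replicates individually reaching that 30% level; inactive = mean below 30% and not every replicate reaching it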;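 also: 0% = neutral control wells and 100% = L-leucinethiol positive control wells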
Target sequence (Q9NZ08 whole entry, looked up): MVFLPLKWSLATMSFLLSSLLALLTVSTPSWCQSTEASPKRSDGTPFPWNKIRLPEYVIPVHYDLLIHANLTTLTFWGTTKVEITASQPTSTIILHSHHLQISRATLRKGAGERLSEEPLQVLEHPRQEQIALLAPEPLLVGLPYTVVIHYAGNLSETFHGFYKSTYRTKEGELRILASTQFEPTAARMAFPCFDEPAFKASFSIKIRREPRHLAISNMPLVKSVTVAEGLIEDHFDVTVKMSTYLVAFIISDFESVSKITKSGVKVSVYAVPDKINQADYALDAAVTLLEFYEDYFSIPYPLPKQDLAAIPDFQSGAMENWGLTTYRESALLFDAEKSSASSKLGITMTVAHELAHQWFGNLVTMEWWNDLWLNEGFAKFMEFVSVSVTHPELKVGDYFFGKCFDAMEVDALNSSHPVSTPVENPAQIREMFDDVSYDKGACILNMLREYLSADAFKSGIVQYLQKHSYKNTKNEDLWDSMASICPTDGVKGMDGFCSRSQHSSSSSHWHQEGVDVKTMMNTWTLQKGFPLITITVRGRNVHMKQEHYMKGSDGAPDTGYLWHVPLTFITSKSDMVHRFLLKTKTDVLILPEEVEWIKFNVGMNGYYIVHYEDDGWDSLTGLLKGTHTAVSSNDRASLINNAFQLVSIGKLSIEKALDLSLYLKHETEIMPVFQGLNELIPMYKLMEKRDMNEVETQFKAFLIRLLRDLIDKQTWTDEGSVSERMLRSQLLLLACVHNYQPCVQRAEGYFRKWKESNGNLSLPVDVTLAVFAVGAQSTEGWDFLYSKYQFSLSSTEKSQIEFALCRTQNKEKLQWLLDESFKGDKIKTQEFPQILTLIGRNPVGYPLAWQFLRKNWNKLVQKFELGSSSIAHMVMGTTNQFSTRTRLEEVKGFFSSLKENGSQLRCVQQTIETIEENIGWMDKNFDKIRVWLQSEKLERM
GSIS activator: GLuc luminescence reporter in INS-1E cells, primary screen for activators of glucose-dependent secretion of insulin. INS-1E GLuc reporter insulin secretion, 2-3 h. activation, % at 16.6 µM. 370,000 tested, 0.61% active. AID 743287;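 active = lowest replicate activation of at least 40%, so every replicate reaches that level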;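 also: 0% = median of neutral control wells and 100% = median of IBMX positive control wells; some compounds called inactive have numbers as strong as hits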
An asterisk follows results filed as active; . = not tested or not shown; & = joins results of further samples; ! = repeats disagree.

Start of the data: the first 2 records, ahead of the listing:
SMILES	RAD52 inh	CFTR F508del cor	ARNT-TACC3 inh	esBAF inh	XiGFP reactiv	RAD54 branch	ERAP1 HTS inh	GSIS activator
O=C(C[C@@H]1CC[C@@H]2[C@H](COC[C@H](O)CN2C(=O)c2cnccn2)O1)NCc1ccc(Oc2ccccc2)cc1	1	-1.2	-5	4	0.2	-3	0	-4
C[C@H](NC(=O)c1nc[nH]c1C(=O)NCc1ccccc1)C(=O)OCc1ccccc1	0	2.0	12	-10	0.0	-1	6	-6

The listing, from the first entry:
SMILES	RAD52 inh	CFTR F508del cor	ARNT-TACC3 inh	esBAF inh	XiGFP reactiv	RAD54 branch	ERAP1 HTS inh	GSIS activator
O=C(C[C@@H]1CC[C@@H]2[C@H](COC[C@H](O)CN2C(=O)c2cnccn2)O1)NCc1ccc(Oc2ccccc2)cc1	1	-1.2	-5	4	0.2	-3	0	-4
C[C@H](NC(=O)c1nc[nH]c1C(=O)NCc1ccccc1)C(=O)OCc1ccccc1	0	2.0	12	-10	0.0	-1	6	-6
O=C(C1CCOCC1)N1CC(=O)N2[C@@H](CO)[C@H](c3ccc(C#Cc4cccc(F)c4)cc3)[C@@H]2C1	10	0.6	.	.	0.1	.	-1	-2
CC(=O)c1cccc(NC(=O)c2cc(S(=O)(=O)N3CCCCC3)ccc2N2CCOCC2)c1	-4	-0.3	.	-7	0.0	-6	-1	-21
Cc1c(C(=O)NN)sc(-c2ccccc2)c1C#N	-14	0.7	0	.	0.0	.	-6	19
CC(C)CC(c1nnnn1C(C)C)N1CCN(C(=O)c2ccco2)CC1 (stereo not given)	-6	-0.2	-2	-3	0.0	1	-2	15
Cc1cc(C(=O)Nc2cc(S(C)(=O)=O)ccc2Cl)no1	-1	-1.8	1	-7	0.0	-4	-3	23
COc1cc(OC)cc(-c2cc3ccccc3c(=O)o2)c1	-10	-1.2	26	48*	0.4	-9	-1	7
N#C/C(=C(/O)COC(=O)COc1ccc(Cl)cc1)c1nc2ccccc2[nH]1	-32	.	4	.	0.2	.	-1	-8
O=C(C[C@@H]1CC[C@H](NC(=O)Nc2ccccc2F)[C@H](CO)O1)NCc1ccc(Cl)cc1	-5	-2.8	-8	2	0.2	-7	-2	-10
O=C1NC2(CCC3(CC2)OCCO3)NN1c1ccccc1	-9	.	-8	.	0.0	.	2	-4
CC(=O)c1c(C(C)=O)c(C)n(-c2cccc3cccnc23)c1C	-2	-2.0	-6	-2	-0.1	6	-1	2
COc1cc(NC(=O)c2cc(-c3cccc(O)c3)on2)cc(OC)c1OC	-36	0.7	2	5	0.0	-1	-6	.
CCOc1ccc(C(=O)NCC(=O)N2CC=C(c3ccccc3)CC2)cc1OCC	-7	-3.6	3	1	0.0	-15	1	26
CCOC(=O)[C@@H]1[C@H]2COc3ccccc3[C@@H]2N2C(=O)N(c3ccc(C)cc3)C(=O)[C@@]12C	-2	0.1	-5	-9	0.0	8	-1	-3

Nothing new here: ten of the compounds above.
SMILES	RAD52 inh	CFTR F508del cor	ARNT-TACC3 inh	esBAF inh	XiGFP reactiv	RAD54 branch	ERAP1 HTS inh	GSIS activator
O=C(C1CCOCC1)N1CC(=O)N2[C@@H](CO)[C@H](c3ccc(C#Cc4cccc(F)c4)cc3)[C@@H]2C1	10	0.6	.	.	0.1	.	-1	-2
CC(=O)c1cccc(NC(=O)c2cc(S(=O)(=O)N3CCCCC3)ccc2N2CCOCC2)c1	-4	-0.3	.	-7	0.0	-6	-1	-21
Cc1c(C(=O)NN)sc(-c2ccccc2)c1C#N	-14	0.7	0	.	0.0	.	-6	19
CC(C)CC(c1nnnn1C(C)C)N1CCN(C(=O)c2ccco2)CC1 (stereo not given)	-6	-0.2	-2	-3	0.0	1	-2	15
Cc1cc(C(=O)Nc2cc(S(C)(=O)=O)ccc2Cl)no1	-1	-1.8	1	-7	0.0	-4	-3	23
COc1cc(OC)cc(-c2cc3ccccc3c(=O)o2)c1	-10	-1.2	26	48*	0.4	-9	-1	7
N#C/C(=C(/O)COC(=O)COc1ccc(Cl)cc1)c1nc2ccccc2[nH]1	-32	.	4	.	0.2	.	-1	-8
O=C(C[C@@H]1CC[C@H](NC(=O)Nc2ccccc2F)[C@H](CO)O1)NCc1ccc(Cl)cc1	-5	-2.8	-8	2	0.2	-7	-2	-10
O=C1NC2(CCC3(CC2)OCCO3)NN1c1ccccc1	-9	.	-8	.	0.0	.	2	-4
CC(=O)c1c(C(C)=O)c(C)n(-c2cccc3cccnc23)c1C	-2	-2.0	-6	-2	-0.1	6	-1	2

The results go on:
SMILES	RAD52 inh	CFTR F508del cor	ARNT-TACC3 inh	esBAF inh	XiGFP reactiv	RAD54 branch	ERAP1 HTS inh	GSIS activator
O=C(/C=C/c1ccc(S(=O)(=O)NCc2ccco2)cc1)NCc1cccc(Cl)c1	.	.	-1	8	0.2	3	.	-3
Cc1cccc(Nc2ncccc2C(=O)O)c1C	-8	-0.2	-4	18	-0.1	5	-2	.
CCNC(=O)CN1C(=O)NC(Cc2ccccc2)(Cc2ccccc2)C1=O	-3	0.3	0	1	0.6	1	5	7
COC(=O)C1=C(C)N(Cc2ccccc2)C(=NCCc2c[nH]c3ccccc23)N[C@H]1c1cccc(F)c1	18	4.2	27	-3	-0.2	-3	5	-25
CCC1CCCCN1CCCNC(=O)CN1C(=O)COc2ccc(S(=O)(=O)N3CCOCC3)cc21 (stereo not given)	-12	0.7	-2	-6	0.2	-3	-1	7
Cc1ccc(OCCNC(=O)c2ccccc2SCC(=O)N2CCCC2)cc1	0	-0.6	-32	-3	-0.1	-4	-1	-10
Cn1cnc2c1c(=O)n(Cc1ccccc1)c(=O)n2C	-10	2.1	-4	1	0.5	-14	2	.
COc1ccc(CN(C)C[C@@H]2Oc3ccc(NC(=O)Cc4cn(C)c5ccccc45)cc3CC(=O)N([C@H](C)CO)C[C@H]2C)cc1	2	0.1	-4	0	-0.8	3	1	-19
Cc1ccc(SCc2nc3ccccc3n2CC(=O)Nc2c(C)cccc2C)cc1	.	.	2	5	.	-2	.	3
CO[C@H]1CN(C)C(=O)c2ccc(NC(C)=O)cc2OC[C@@H](C)N(C(=O)C2CC2)C[C@@H]1C	-2	2.2	-3	-3	0.9	1	0	-5
COc1cc(OC)c(OC)cc1/C=N/Nc1ncnc2c1[nH]c1ccc(C)cc12	-13	2.0	-9	8	0.9	7	-1	.
C=CCn1c(SCC(=O)c2c(N)n(C3CC3)c(=O)[nH]c2=O)nnc1-c1ccc(OC)cc1	-6	0.9	-6	-3	0.2	7	-2	-9
Cc1nc2cc[nH]n2c(=O)c1CCc1ccccc1	-4	-3.2	.	.	-0.1	.	-2	5
COCCN(Cc1nc2ccccc2c(=O)[nH]1)C(=O)COc1ccccc1-c1ccccc1	-8	-6.5	1	.	0.0	-10	4	-45
NC(COCc1ccccc1)c1csc(Nc2nncc3ccccc23)n1 (stereo not given)	-44	2.5	.	-2	0.0	1	1	.
C1=C(CCNc2ncnc3nc[nH]c23)CCCC1	-10	-3.0	-1	8	0.2	1	-2	-13
O=C(Nc1ccc(Cl)cn1)c1cnn2cccnc12	.	.	-4	13	.	-6	.	1
CN(C)C(=O)c1ccc(-c2ccc3n(c2=O)C[C@H]2[C@H](CO)[C@@H](C(=O)NCCc4ccccc4)N[C@@H]32)cc1	-8	.	-1	1	0.2	1	-2	-3
COC(=O)Cn1c2c(c3cc(C)ccc31)CCCC2NC(C)c1ccccc1 (stereo not given)	-16	-1.1	2	.	0.3	.	.	.
COCCNC(=O)c1ccc2c(c1)S(=O)(=O)c1ccccc1C2=O	-16	-0.3	3	3	0.0	0	2	6
Clc1cccc(N2CCN(c3ncnc4nc[nH]c34)CC2)c1	-8	-0.6	-14	6	-0.2	.	.	47
Cc1noc(C)c1S(=O)(=O)N(C)C[C@H]1Oc2c(NC(=O)Nc3ccc4c(c3)OCO4)cccc2C(=O)N([C@H](C)CO)C[C@@H]1C	5	0.5	4	13	0.0	0	-7	2
Cc1ccc(S(=O)(=O)Nc2ccc3c(c2)C(=O)N([C@H](C)CO)C[C@@H](C)[C@H](CN(C)S(=O)(=O)c2cccs2)OCCCC[C@@H](C)O3)cc1	-3	2.1	6	5	0.0	3	0	2
C[C@@H]1CN([C@H](C)CO)C(=O)Cc2cc(NC(=O)Cc3ccccc3)ccc2O[C@@H]1CN(C)S(=O)(=O)c1ccc(Cl)cc1	4	0.7	-2	1	-1.1	-9	1	-22
CC(=O)Nc1ccc(-c2ccnc3c2CC(C)(C(=O)Nc2ccc4c(c2)OCO4)O3)cc1 (stereo not given)	-20	4.7	.	2	-0.1	3	-2	3
C=CCC[C@@H](CCCCC)OC(=O)/C=C/[C@@H](O)[C@H](O)C[C@@H](O)CC=C	0	-0.3	.	.	0.0	.	.	-7
Cc1nc2ccc(NC(=O)c3ccc(C)c(S(=O)(=O)N4CCOCC4)c3)cc2s1	-9	3.2	.	31	0.1	-10	1	-1
COc1ccc(NC(=S)N2CCC(Cc3ccccc3)CC2)cc1	-7	0.6	5	.	0.0	-18	2	-15
CCN(C(=O)CN1C(=O)S/C(=C\c2ccccc2OC)C1=O)C1CCS(=O)(=O)C1 (stereo not given)	-13	-1.4	-2	2	0.2	-8	-2	-13
COCCN(CCOC)C(=S)Nc1cc(S(=O)(=O)N(C)C)ccc1C	0	-1.3	-3	-6	0.1	0	-2	-1
CCN1CCN(Cc2ccc(NC(=O)c3ccc(C)c(NC(=O)C(=O)c4c[nH]c5ccccc45)c3)cc2C(F)(F)F)CC1	99*!	-3.9&-1.9	5&32	-86&-21&-35	-0.1&0.0	5&-2&5	5&1	16&-10
Cc1ccccc1N=Nc1c(O)[nH]c2ccccc12	-6	0.1	.	.	0.5	-13	1	7
COc1cc(C(=O)OCC(=O)NC2CCCCC2)cc(OC)c1OC	1	3.1	-2	8	0.0	-9	-6	.
COc1ccc(NC(=S)N2CCN(C(=O)c3ccco3)CC2)c(OC)c1	.	.	-19	-3	0.0	.	.	3
O=C(/C=C/c1cccc([N+](=O)[O-])c1)Nc1cccc(NC(=O)c2ccco2)c1	-24	2.8	25	.	-0.1	.	-3	-11
CC1=[N+](C)N(c2ccccc2)C(=O)C1N=C/C=C/c1ccccc1 (stereo not given)	-8	-3.6	7	.	0.1	4	.	.
NCc1ccccc1CS(=O)(=O)N1CCOCC1	-11	-0.5	-5	0	0.3	-4	-4	-15
N#Cc1cccc(CS(=O)(=O)c2ccc(Cl)cc2)c1	-6	2.0	-8	-3	-0.1	4	-1	12
C[C@@H]1CN([C@H](C)CO)C(=O)Cc2cc(NC(=O)NC3CCCCC3)ccc2O[C@@H]1CN(C)Cc1ccc2c(c1)OCO2	0	-0.9	-6	-1	-0.4	22	0	-20
Cc1noc(C)c1S(=O)(=O)Nc1ccc2c(c1)C(=O)N([C@@H](C)CO)C[C@H](C)[C@H](CN(C)C(=O)Nc1ccc(C(F)(F)F)cc1)O2	4	-1.9	-5	10	-0.1	0	0	-10
O=C(CNC(=O)C12CC3CC(CC(C3)C1)C2)OCc1ccc(F)cc1Cl	5	0.4	-6	-2	0.0	0	-1	-22
O=C(NCc1ccccc1)C1=C[C@@H](C2CC2)C[C@@H](OCc2ccc(CO)cc2)O1	6&-7	-1.5&-0.8	-5&-2	9	1.2	-2&2	-3&-3	.
C/C(=N\NC(=O)Cc1ccc(Cl)cc1)c1ccccc1O	-45	-0.7	6	-10	0.1	-4	-1	-2
COc1ccc(NC(=O)c2cc(-c3ccccc3Cl)on2)cc1OC	-2	-0.2	-3	-5	0.1	-3	3	-8
O=C(c1ccncc1)N1C[C@@H]2[C@H](c3ccccc31)[C@@H](CO)N2Cc1ccccc1F	3	0.8	-1	4	0.1	-2	0	13
C[C@@H]1CN([C@H](C)CO)C(=O)c2ccccc2-c2ccccc2CO[C@@H]1CN(C)C	12	0.9	-4	-1	1.0	4	2	6

Compound activity from PubChem.
